APP 5'UTR act: APP 5'UTR luciferase reporter activation; SH-SY5Y APP 5'UTR luciferase reporter, luminescence; zero percent = DMSO vehicle wells; activation, % at 2 µM; 190,000 tested, 1% active;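 active = activation above a set limit, based on mean plus 3 SD of controls, cut at about 140% in these data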; note: values of inactives mirror those of a sister screen read the other way
Diaphorase inh: inhibits diaphorase or chemically oxidizes, flagging diaphorase assay artifacts | diaphorase resazurin-to-resorufin fluorescence, NADH, 16 min; bacterial (C. kluyveri) enzyme, not human | inhibition, % at 20 µM | 190,000 tested, 0.69% active | AID 1217;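 active = primary screen inhibition at 20 µM above a set limit, cut at about 50% in these data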;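 note: plate controls were DMSO with full reaction for no effect and wells lacking NADH for full effect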
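Assay system – diaphorase enzyme from Clostridium kluyveri · Amount – diaphorase 0.14 U/mL (working solution) · Times – reaction incubation of 16 min at room temperature · Controls – No-NADH positive control and DMSO neutral control · Signal – resorufin fluorescence 544/590 nm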
FLuc stim CS: affects firefly luciferase, flagging false hits in luciferase stimulation screens; ATPlite luciferase biochemical, luminescence, 10 min; 0 = ATP-free wells, 1 = DMSO control; activation factor at 10 µM; 200,000 tested, under 10 active;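 active = luciferase activation factor, scaled between plate controls, of at least 2 with compound at 10 µM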
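Assay system: Luciferase/luciferin detection reagent, cell-free biochemical luciferase assay / Also added: ATP substrate / Schedule: 10 min at ambient temperature / Measured by: luminescence measurement of luciferase light output / Benchmarks: low control with PBS replacing ATP, high control enzyme plus ATP without compound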
STAT1 activator: activators of IFN-gamma induced STAT1 signaling; 200,000 tested, 2.6% active; NIH 3T3 STAT1-luciferase reporter, luminescence; 100% = IFN-gamma alone, no compound; activation (% of control), % at 5.5 µM;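 active = activation above the screen-wide mean activation plus 3 SD, cut at about 130% in these data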;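 note: raw ratio to IFN-gamma control signal so 100% means no change and 0% no light; values of inactives mirror those of a sister screen read the other way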
G6PDH CS: counter-screen for G6PDH assay hits: L. mesenteroides G6PDH inhibition. Purified L. mesenteroides G6PDH, diaphorase/resazurin coupled fluorescence, 45 min. inhibition, % at 5 µM. 200,000 tested, 0.12% active; in the data active = inhibition above about 50%
Diaph act CS: counter-screen for diaphorase-based assays: diaphorase activators and chemical reducers | AID 1229 | activation factor at 20 µM | Diaphorase/resazurin coupled assay, resorufin fluorescence, 16 min; active compounds read high; 1 = vehicle wells, 0 = NADH-free wells | 190,000 tested, 0.005% active;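 active = diaphorase activity raised at least twofold by the compound at 20 µM; inactive = activation factor below 2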
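Test system: Clostridium kluyveri diaphorase, purified enzyme; input: enzyme 0.07 U/mL final; buffer or medium: 50 mM HEPES pH 7.4 with 4.542 mM MgCl2, 0.005% Tween 20; also added: 0.114 mM NADH and 0.1 mM resazurin, final amounts; schedule: 16 min enzyme reaction, ambient temperature; technique: fluorescence of resorufin, 544 nm excitation, 590 nm emission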
APP transl inh: APP translation inhibition. AID 1285. SH-SY5Y APP 5'UTR-luciferase reporter, luminescence. 190,000 tested, 0.82% active. inhibition, % at 2 µM;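 active = inhibition above a set limit, derived from the sample mean plus 3 SD, cut at about 45% in these data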; note: values of inactives mirror those of a sister screen read the other way
FLuc inh counter: counter-screen for luciferase assay inhibitors: firefly luciferase inhibition. P08659. ATPLite firefly luciferase biochemical luminescence, 10 min. inhibition, % at 10 µM. 200,000 tested, 1.5% active. AID 1006;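 active = inhibition above about 50% when tested at 10 µM, limit read from the data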
TLR4 MyD88 comp: inhibitors of human TLR4-MyD88 binding. 200,000 tested, 0.18% active. O00206+Q99836. HeLa CL3-4 TLR4/MyD88 BLA complementation, FRET ratio. inhibition, % at 8.4 µM; in the data active = inhibition above about 25%;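 note: 0% = vehicle and 100% = reference inhibitor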
Target sequence (O00206 whole entry, looked up): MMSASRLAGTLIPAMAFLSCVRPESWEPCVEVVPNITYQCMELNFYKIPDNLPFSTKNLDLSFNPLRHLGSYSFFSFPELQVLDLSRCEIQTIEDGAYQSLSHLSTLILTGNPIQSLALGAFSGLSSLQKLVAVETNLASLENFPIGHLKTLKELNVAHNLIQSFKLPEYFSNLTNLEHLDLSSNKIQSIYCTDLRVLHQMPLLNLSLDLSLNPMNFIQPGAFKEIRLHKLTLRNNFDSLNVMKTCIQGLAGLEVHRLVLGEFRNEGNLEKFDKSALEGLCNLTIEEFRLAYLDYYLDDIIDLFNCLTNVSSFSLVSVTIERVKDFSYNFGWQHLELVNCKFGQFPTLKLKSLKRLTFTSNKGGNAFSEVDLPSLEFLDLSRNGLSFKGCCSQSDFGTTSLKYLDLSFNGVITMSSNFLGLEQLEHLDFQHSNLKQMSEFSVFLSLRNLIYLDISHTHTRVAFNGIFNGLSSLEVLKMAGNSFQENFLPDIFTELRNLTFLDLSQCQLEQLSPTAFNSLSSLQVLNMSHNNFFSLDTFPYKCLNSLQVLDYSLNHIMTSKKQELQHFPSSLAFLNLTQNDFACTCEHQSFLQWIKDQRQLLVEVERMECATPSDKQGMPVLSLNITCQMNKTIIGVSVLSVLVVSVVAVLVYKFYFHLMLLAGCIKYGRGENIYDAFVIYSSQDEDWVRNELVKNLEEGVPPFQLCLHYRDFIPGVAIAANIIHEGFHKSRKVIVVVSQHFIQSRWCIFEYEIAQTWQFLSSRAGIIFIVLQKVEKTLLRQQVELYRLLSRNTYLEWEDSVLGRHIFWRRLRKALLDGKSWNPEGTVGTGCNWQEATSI
Target sequence (Q99836 whole entry, looked up): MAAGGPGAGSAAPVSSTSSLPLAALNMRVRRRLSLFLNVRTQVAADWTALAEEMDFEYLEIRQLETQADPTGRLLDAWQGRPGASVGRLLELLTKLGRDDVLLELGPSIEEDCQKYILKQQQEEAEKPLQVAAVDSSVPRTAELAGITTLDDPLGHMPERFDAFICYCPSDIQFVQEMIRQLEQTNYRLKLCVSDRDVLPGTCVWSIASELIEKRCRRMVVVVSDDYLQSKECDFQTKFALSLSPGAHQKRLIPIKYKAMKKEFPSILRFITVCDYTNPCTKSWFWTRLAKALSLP
NF-kB expr up: NF-kB expression increase, human neuronal cells | fold change at 12.5 µM | NF-kB reporter expression; active compounds read high | 190,000 tested, 1.6% active; in the data active = fold change above about 3.3
The depositor's hits bear a star; x = no result given.

SMILES	APP 5'UTR act	Diaphorase inh	FLuc stim CS	STAT1 activator	G6PDH CS	Diaph act CS	APP transl inh	FLuc inh counter	TLR4 MyD88 comp	NF-kB expr up
CCCOc1ccc(C(C)=O)cc1CN1CCOCC1	-1	3	1.1	108	2	1	1	-7	8	1.2
C1CCN(c2c3c(nc4nnnn24)CCCC3)CC1	6	15	1.1	101	0	0.9	-6	-7	4	1.2
CN(C)S(=O)(=O)c1ccc(N2CCCC2)c(C(=O)NC(c2ccccc2)c2ccccc2)c1	-1	6	1	87	6	0.9	1	2	0	0.63
O=C(Oc1ccc(Cl)c2cccnc12)c1cccc([N+](=O)[O-])c1	8	25	1	102	13	0.8	-8	-5	-1	0.75
Cc1ccc(C)c(NC(=S)NNC(=O)c2csc(C)c2C)c1	-3	6	0.9	96	0	0.9	2	8	0	2
CC(C)Nc1nc(SCC(=O)Nc2ccccc2)nc(N2CCOCC2)n1	6	16	1.1	95	-6	0.8	-6	-6	-9	1.1
Cc1ccc(C(C(=O)Nc2ccc3c(c2)OCO3)N(C)C(=O)Cc2c[nH]c3ccccc23)cc1 (stereo unspecified)	21	28	1	97	10	0.7	-22	-4	6	0.91
Cc1ccc2c(c1)NCC(C(=O)NC1CCCCC1)O2 (stereo unspecified)	1	20	1	105	8	0.8	-1	0	5	1.4
CCOC(=O)C1CCN(C(c2cc(OC)c(OC)c(OC)c2)c2sc3nc(C)nn3c2O)CC1 (stereo unspecified)	5	6	1.1	100	-18	0.9	-5	-8	-8	0.92
CCOC(=O)c1c(C)c(C(=O)N(C)C2CCCCC2)c(C)n1C	11	5	1	101	19	0.9	-11	-4	17	1.4
CNC(=O)COc1ncnc2sccc12	x	9	1	100	5	0.9	x	-2	-16	1.6
CCCCCCNc1nc(NCc2ccco2)nc(OCC)n1	12	-3	0.9	100	-2	1	-12	5	-7	1.3
O=C(NC1CCCCC1)c1sc(=S)n2c1[nH]c(=O)c1ccccc12	7	43	1.1	103	5	0.6	-7	-10	1	0.83
CC1CC(C)CN(c2oc(-c3ccccc3Cl)nc2C#N)C1 (stereo unspecified)	-1	-4	1	96	3	1	1	-4	-12	1.1
COc1ccc(OCCNC(=O)c2ccccc2OCC(=O)N2CCCCC2)cc1	4	6	1	96	0	0.9	-4	-5	-8	0.74
O=C(COc1cccc2c1CCN(Cc1ccccc1)C2=O)N1CCCCC1	2	-3	1.1	93	3	1	-2	-6	10	1.2
COc1ccc(-c2noc(CN(C)CCC3CCCCO3)n2)cc1 (stereo unspecified)	-5	-1	1.1	87	4	1	5	-7	-3	0.97
CCCCn1cc(C(C)(C)C)c(C#N)c1NC(C)=O	7	0	1.1	104	9	1	-7	-10	4	0.85
CCOc1ccc(OCCSc2nc(C)cc(=O)[nH]2)cc1	25	18	0.8	98	5	0.8	-25	20	-3	1.3
COc1cccc2c(N/N=C/c3ccco3)cc(C)nc12	5	4	1	106	2	1	-5	2	11	1.3
CC(C)CC(COCc1ccc(F)cc1)N1CCN(C(=O)c2cccc(C(F)(F)F)c2)CCC1=O (stereo unspecified)	-5	21	1.1	94	20	0.8	5	-7	-20	0.66
CCC(=O)NNc1nc2c(C)cccc2s1	5	6	1	95	5	0.9	-5	0	2	1.1
COc1cccc(NC(=O)C(=O)N/N=C/c2cc(C)n(-c3ccc(Cl)c(Cl)c3)c2C)c1	22	12	1.1	105	-4	0.9	-22	-6	-12	1.2
C[C@]12CC[C@@H]3c4ccc(O)cc4CC[C@H]3[C@@H]1CC[C@@H]2OC(=O)CCC(=O)O	9	18	1.1	97	15	0.8	-9	-6	8	1.1

Next part, overlapping the part above by 3 compounds.
SMILES	APP 5'UTR act	Diaphorase inh	FLuc stim CS	STAT1 activator	G6PDH CS	Diaph act CS	APP transl inh	FLuc inh counter	TLR4 MyD88 comp	NF-kB expr up
CCC(=O)NNc1nc2c(C)cccc2s1	5	6	1	95	5	0.9	-5	0	2	1.1
COc1cccc(NC(=O)C(=O)N/N=C/c2cc(C)n(-c3ccc(Cl)c(Cl)c3)c2C)c1	22	12	1.1	105	-4	0.9	-22	-6	-12	1.2
C[C@]12CC[C@@H]3c4ccc(O)cc4CC[C@H]3[C@@H]1CC[C@@H]2OC(=O)CCC(=O)O	9	18	1.1	97	15	0.8	-9	-6	8	1.1
O=C(CCn1c(=O)oc2ccccc21)N(Cc1ccccc1)c1ccccn1	20	x	x	104	x	x	-20	x	5	1.4
COC(=O)c1cc(NC(=O)c2cccc(F)c2)cc(C(=O)OC)c1	2	-1	1	93	1	1	-2	-1	9	0.85
COC(=O)c1sccc1NC(=O)c1ccco1	6	15	1	94	-23	0.9	-6	-5	-12	x
CCn1c(SCC(=O)NC(C)c2ccccc2)nc2ccccc21 (stereo unspecified)	8	4	1.1	91	-8	1	-8	-9	3	0.89
COc1ccc(F)cc1C(=O)C1CCCN(C(=O)CSc2ccccn2)C1 (stereo unspecified)	-8	20	1	95	16	0.8	8	-2	-9	1
Cn1c(N)c(C(=O)COC(=O)[C@H](Cc2ccccc2)N2C(=O)c3ccccc3C2=O)c(=O)n(C)c1=O	8	22	1	100	-12	0.8	-8	0	-5	0.89
O=C(CN1CCN(Cc2ccc(F)cc2Cl)C1=O)NCCCN1CCOCC1	-1	6	1	110	-5	0.9	1	2	-4	1.2
O=C(NC1CCCCCC1)C1CCC(CNS(=O)(=O)c2ccc(Br)s2)CC1 (stereo unspecified)	-5	1	1.1	100	-5	1	5	-6	0	1.2
O=C(NC(=S)Nc1ccc(Br)cn1)c1cccs1	195*	0	0.3	204*	6	1	-195	72*	-9	4*
CCOc1ccc(C2=Nn3c(nnc3-c3ccccn3)SC2)cc1	0	-11	1	94	-1	1.1	0	-1	1	1.1
Cc1nc2ccc(NC(=S)N3CCC(C)CC3)cc2nc1C	5	18	1	117	29	0.8	-5	-3	-10	1.5
O=C1CC(N(C(=O)c2ccco2)c2cccc(Cl)c2)C(=O)N1c1cccc(Cl)c1 (stereo unspecified)	x	17	1.1	107	-2	0.8	x	-5	7	1.2

Shown with values under each structure: 4 of the compounds above.
Fields: APP 5'UTR act	Diaphorase inh	FLuc stim CS	STAT1 activator	G6PDH CS	Diaph act CS	APP transl inh	FLuc inh counter	TLR4 MyD88 comp	NF-kB expr up
- O=C(CCn1c(=O)oc2ccccc21)N(Cc1ccccc1)c1ccccn1
    20	x	x	104	x	x	-20	x	5	1.4
- Cc1nc2ccc(NC(=S)N3CCC(C)CC3)cc2nc1C
    5	18	1	117	29	0.8	-5	-3	-10	1.5
- O=C(CN1CCN(Cc2ccc(F)cc2Cl)C1=O)NCCCN1CCOCC1
    -1	6	1	110	-5	0.9	1	2	-4	1.2
- Cn1c(N)c(C(=O)COC(=O)[C@H](Cc2ccccc2)N2C(=O)c3ccccc3C2=O)c(=O)n(C)c1=O
    8	22	1	100	-12	0.8	-8	0	-5	0.89

Carrying on:
SMILES	APP 5'UTR act	Diaphorase inh	FLuc stim CS	STAT1 activator	G6PDH CS	Diaph act CS	APP transl inh	FLuc inh counter	TLR4 MyD88 comp	NF-kB expr up
O=C1CCCc2c1[nH]c1ccccc21	20	17	1.1	99	3	0.8	-20	-5	-4	0.92
COC(=O)C1=C(N)Oc2cc(C)[nH]c(=O)c2C1c1cc(OC)c(OC)c(OC)c1 (stereo unspecified)	7	8	1.1	98	2	0.9	-7	-5	-6	1.3
Cc1nn(C)c(C)c1S(=O)(=O)N(CC(=O)Nc1ccc2c(c1)OCO2)c1ccc(C(C)C)cc1	8	26	1	98	8	0.7	-8	-2	1	1.1
O=C(CCCOc1ccc(Cl)cc1)NCC1CCCO1 (stereo unspecified)	23	-11	1	110	3	1.1	-23	-1	-26	1.2
COc1ccc(OC)c(-n2cnnn2)c1	-8	15	1.1	99	-3	0.8	8	-8	0	1.1
CN(C(=O)c1ccc(-c2nn(C)c(=O)c3ccccc23)cc1)c1ccccc1	-7	11	1	94	2	0.9	8	-5	7	0.4
COc1ccc(C(=O)N/N=C(\CCC(=O)O)c2ccc(C(C)(C)C)cc2)cc1OC	-15	5	1	104	5	1	15	2	-6	1.1
C#CCOCCOCCOCCNc1nc(N2CCN(C(=O)[C@H]([C@@H](C)CC)n3cc([C@@H](N)CO)nn3)CC2)nc(N2CCN(C(=O)[C@H](CCCCN)n3cc([C@@H](N)CC(C)C)nn3)CC2)n1	10	-27	1.1	108	12	1.3	-10	-13	2	1.2
CCOC(=O)C1C(=O)CC(=O)CC1CC(C)SCC (stereo unspecified)	4	9	1	96	25	0.9	-4	0	13	1.1
c1coc(CNCCCN2CCOCC2)c1	7	0	1	100	3	1	-7	-3	11	0.96
CCOc1ccc(NC(=O)Nc2ccc3c(c2)nnn3C)cc1	18	0	1.1	103	-33	1	-18	-7	-10	1.1
COCCn1nnnc1C(c1ccccc1)N1CCN(Cc2ccc3c(c2)OCO3)CC1 (stereo unspecified)	-8	10	1.1	98	0	0.9	8	-5	-2	1.1
O=c1cc(CNc2cc(C(F)(F)F)cc(C(F)(F)F)c2)nc2sccn12	0	25	1.1	106	6	0.8	0	-8	16	0.85
COc1cc(S(=O)(=O)N2CCN(c3ccccc3F)CC2)c(OC)cc1Cl	0	20	1	94	3	0.8	0	-5	7	1.1
c1ccc2c(c1)nnn2-c1ncnc2sccc12	16	0	0.8	134*	3	1	-16	15	1	2.1
CCSc1nnc(-c2cc(Br)ccc2N=Cc2c(C)[nH]n(-c3ccccc3)c2=O)c(=O)[nH]1	-5	12	1	101	-1	0.9	4	2	2	1
O=C(Cn1ncc2c(=O)oc3ccccc3c21)NCCN1CCN(c2ccccc2F)CC1	-17	18	1	102	-3	0.8	17	-3	3	0.78
O=c1cc(Nc2ccc3c(c2)OCCO3)[nH]c(=O)n1-c1ccc(Br)cc1	-5	33	1	99	8	0.7	5	-4	-12	1
Cc1nn(C)c(C)c1S(=O)(=O)N1CCC(C(=O)NC(C)c2ccccc2)CC1 (stereo unspecified)	2	9	1	94	-10	0.9	-2	-4	15	1.3
Cc1ccnc(NC(=S)NC(=O)/C=C/c2ccccc2)c1	17	8	1	117	6	0.9	-17	3	6	1.7
CCOc1ccccc1NC(=O)CC1Nc2cc(C)c(C)cc2NC1=O (stereo unspecified)	-6	18	1.1	99	-32	0.8	6	-8	10	0.82
Clc1cc(Br)ccc1OCCOCCN1CCOCC1	11	16	1	108	1	0.8	-11	-3	2	3.6*
CCOCCCNC(=O)C1CCC(CNS(=O)(=O)c2ccc(Cl)cc2)CC1 (stereo unspecified)	4	8	1	99	16	0.9	-4	0	-1	1.5
CC(=O)NNc1ncnc2c1cnn2-c1ccc(C)cc1	4	14	1	115	6	0.9	-4	0	12	1.6
CCOC(=O)Nc1nnc(-c2ccc(OC)c(OC)c2)s1	7	3	1	98	-2	1	-7	-4	-13	1
Cc1ccc(NC(=O)CSc2nnc(CNC(=O)C34CC5CC(CC(C5)C3)C4)n2-c2ccc(F)cc2)cc1	-7	20	1	106	-21	0.8	7	-1	-6	1.1
C#CCN1C(=O)C2C(C(=O)NC)C3C=CC2(O3)C1C(=O)NCc1ccc(OC)cc1 (stereo unspecified)	13	15	1	101	5	0.9	-13	0	-4	1.1
CCO[C@H]1OC(C(=O)N2CCN(C)CC2)=C[C@@H](C(C)(C)C)[C@@H]1CCCO	-1	-4	1	97	1	1	1	0	5	1.2

Assay outcomes (PubChem)
